AGP1-GFP MLPCN: alters AGP1-GFP fluorescence in TOR pathway yeast screen. GFP response vs DMSO, % at 10 µM. 320,000 compounds, 0.02% hits. S. cerevisiae AGP1-GFP multiplex flow cytometry, 3 h; GFP as percent of DMSO wells;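 active = GFP response relative to DMSO above a set limit, near screen average plus 3 SD, cut at about 150% in these data; inconclusive = fewer than 70 cells counted for the yeast strain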;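 note: median GFP channel fluorescence of the gated AGP1 strain per well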
proCasp3 act: procaspase-3 (human) activation; P42574; recombinant procaspase-3 D3A, Ac-DEVD-pNA absorbance 405 nm; activation, % at 8.5 µM; 330,000 compounds, 0.11% hits; AID 463141;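 active = activation above the mean of all tested compounds plus 3 SD, cut at about 21% in these data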;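 note: 0% = DMSO alone and 100% = DMSO wells spiked with extra 5 µM PC-3 D3A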
Target sequence (P42574 whole entry D9A/D28A/D175A): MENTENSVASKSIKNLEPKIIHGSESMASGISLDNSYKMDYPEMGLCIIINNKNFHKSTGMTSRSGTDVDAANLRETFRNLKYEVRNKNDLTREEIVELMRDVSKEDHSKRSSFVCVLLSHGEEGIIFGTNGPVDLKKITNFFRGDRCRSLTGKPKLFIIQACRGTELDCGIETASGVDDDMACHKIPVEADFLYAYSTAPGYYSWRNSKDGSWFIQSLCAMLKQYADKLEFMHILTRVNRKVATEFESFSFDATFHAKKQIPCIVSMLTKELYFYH
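Assay system: Procaspase-3 D3A mutant, all three cleavage aspartates alanine. Buffer or medium: Zinc-free HEPES saline buffer with Triton X-100. Times: 1 h compound preincubation, 2 h substrate hydrolysis at 25 °C. Measured by: 405 nm absorbance of p-nitroaniline, reads at 0 and 120 min. Read-out basis: percent activation relative to control range. Replicates: singlicate.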
RPL19A-GFP yeast: yeast TOR pathway RPL19A-GFP modulation; percent response vs DMSO, % at 10 µM; 330,000 compounds, 0.3% hits; S. cerevisiae RPL19A-GFP strain, flow cytometry, 3 h; stronger effect = lower value;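 active = percent response vs DMSO below 50%; inconclusive = fewer than 70 events counted for the yeast strain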;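 note: median channel GFP fluorescence of the barcoded RPL19A-GFP strain; ratio of sample median GFP to plate DMSO average so 100% = DMSO; lower means less RPL19A-GFP as with rapamycin TOR inhibition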
LAP4 TOR yeast: modulators of TOR pathway LAP4-GFP in S. cerevisiae | AID 2023 | 320,000 compounds, 0.34% hits | GFP response vs DMSO, % at 10 µM | S. cerevisiae LAP4-GFP multiplex, flow cytometry GFP, 3 h; median GFP as percent of DMSO wells;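 active = GFP response vs DMSO above a set limit, about the screen mean plus 3 SD, cut at about 150% in these data; inconclusive = under 70 cell events counted for the yeast strain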
MEP2 TOR yeast: modulators of TOR pathway MEP2-GFP in S. cerevisiae. AID 2016. GFP response vs DMSO, % at 10 µM. 330,000 compounds, 0.51% hits. S. cerevisiae MEP2-GFP strain, flow cytometry GFP, 3 h; 100% = DMSO control level;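 active = GFP response versus DMSO above a set limit, roughly screen mean plus 3 SD, cut at about 180% in these data; inconclusive = fewer than 70 cells counted for a yeast strain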;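 note: median GFP fluorescence of the barcode-gated MEP2-GFP cells per well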
AHR act: activates the human aryl hydrocarbon receptor. 320,000 compounds, 2.5% hits. AID 2796. AHR-responsive luciferase reporter cells, luminescence. activation, % at 5 µM. P35869; in the data active = activation above about 47%;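 note: 0% = vehicle wells and 100% = reference agonist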
CIT2 TOR yeast: yeast TOR pathway CIT2-GFP modulation; S. cerevisiae CIT2-GFP strain, flow cytometry, 3 h; 100 means same as DMSO wells; GFP response vs DMSO, % at 10 µM; 320,000 compounds, 0.065% hits; AID 2029;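 active = GFP response relative to DMSO above a set limit, near the screen mean plus 3 SD, cut at about 150% in these data; inconclusive = Fewer than 70 cells measured for a yeast strain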;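 note: ratio of well median GFP fluorescence to mean of DMSO wells on the plate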
proCasp7 act: activates human procaspase-7, counter-screen for procaspase-3 activators; P55210; recombinant procaspase-7, Ac-DEVD-pNA absorbance 405 nm; D23A/D198A/D206A triple mutant, cannot self-cleave; scale: DMSO 0, 5 µM enzyme 100; activation, % at 8.5 µM; 330,000 compounds, 0.093% hits;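 active = percent activation above the screen-wide mean plus 3 SD, cut at about 25% in these data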
Target sequence (P55210 whole entry D23A/D198A/D206A): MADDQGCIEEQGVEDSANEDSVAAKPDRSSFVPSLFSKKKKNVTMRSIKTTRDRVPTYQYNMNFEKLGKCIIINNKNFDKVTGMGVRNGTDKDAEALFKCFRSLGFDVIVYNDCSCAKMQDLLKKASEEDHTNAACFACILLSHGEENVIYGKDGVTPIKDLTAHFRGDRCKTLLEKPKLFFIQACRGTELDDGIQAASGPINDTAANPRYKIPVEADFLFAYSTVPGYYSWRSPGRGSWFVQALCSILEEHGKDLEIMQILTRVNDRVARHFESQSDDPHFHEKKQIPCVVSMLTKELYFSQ
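buffer or medium = Zinc-free HEPES/NaCl buffer, pH 7.4 | material = Procaspase-7 triple mutant (PC-7 D3A) | input = 2 µM procaspase-7 mutant as dispensed | signal = Epi-absorbance of released pNA at 405 nm, two timepoints | timing = 1 h preincubation, 2 h reaction | replicates = singlicate compound testing | evaluation = % activation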
Starred values were filed as active, the others as inactive; ? = inconclusive; [ ] = another dose, or the depositor's remark.

1	O=C(NS(=O)(=O)c1ccccc1)c1ccccc1O
2	CCC/C=N/NC(=O)c1cc(Br)ccc1O
3	C=CCn1c(O)c(N=NC(=S)Nc2ccc(OC)c(Cl)c2)c2ccccc21
4	CCSC1=C(C#N)C(c2ccc(OC)c(OC)c2)CC(=O)N1 (stereo not drawn)
5	CN=C(Nc1cccc(Cl)c1)SC1CC(=O)N(c2ccc(OC)cc2)C1=O (stereo not drawn)
6	CC(Cc1cccnc1)NC(=O)c1cc(COc2c(F)cccc2F)on1 (stereo not drawn)
7	Oc1ccc2c(ccc3[nH]cnc32)c1
8	COc1ccc(-c2cc(C(=O)N3CCN(c4ccccc4F)CC3)c3ccccc3n2)c(OC)c1
assay / compound	1	2	3	4	5	6	7	8
proCasp3 act	0	7	-1	-2	-3	-6	-5	-3
RPL19A-GFP yeast	97	101	93	101	97	?	102	113
proCasp7 act	-3	-16	-13	-2	0	1	2	7
AHR act	4	18	34	0	1	48*	30	2
MEP2 TOR yeast	98	101	100	102	105	?	90	104
CIT2 TOR yeast	93	104	104	98	100	96[may fluoresce red]	99	88
AGP1-GFP MLPCN	97	105	102	104	104	93[may fluoresce red]	99	83
LAP4 TOR yeast	94	97	106	103	110	89[may fluoresce red]	95	87

9	COc1ccc(C(=O)NC(=S)N2CCCC2)cc1
10	O=C(N1CCOCC1)C1(c2ccccc2)CCCCC1
11	CCn1c(Cc2ccccc2)nnc1SCC(=O)Nc1ccccc1
12	Cc1cc(C)n2cc(CSc3ncn[nH]3)nc2n1
13	CC1CCCC(C)N1C(=O)COC(=O)CN1C(=O)c2ccccc2C1=O (stereo not drawn)
14	Cc1ccc(S(=O)(=O)N(C)C)cc1NC(=S)NCc1ccco1
15	Cn1cc(/C=C(\NC(=O)c2ccccc2Cl)C(=O)N2CCOCC2)c2ccccc21
16	COc1ccc(CC(=O)c2cc(OC)c(OC)cc2CC(=O)O)cc1OC
assay / compound	9	10	11	12	13	14	15	16
proCasp3 act	0	5	0	6	-8	0	14	-2
RPL19A-GFP yeast	106	99	101	99	104	98	106	91
proCasp7 act	-5	0	8	7	-5	-3	-7	13
AHR act	1	-1	21	3	1	-2	31	2
MEP2 TOR yeast	107	97	100	91	110	102	103	91
CIT2 TOR yeast	100	103	102	98	101	100	105	90
AGP1-GFP MLPCN	103	101	97	91	107	105	103	89
LAP4 TOR yeast	98	104	102	88	106	108	105	90

17	CC(=O)N1CCc2cc(S(=O)(=O)NC(C(=O)NCc3ccccc3)C(C)C)ccc21 (stereo not drawn)
18	O=C(c1cn(-c2ccccc2)nc1-c1cccnc1)N1CCCCC1
19	CN(CC(=O)Nc1cccc(F)c1)C(=O)Cc1n[nH]c(=O)c2ccccc12
20	CN(C)CC(C)(C)CNS(=O)(=O)c1ccc(OC(F)(F)F)cc1
21	CN(C)C(=O)c1cc(S(=O)(=O)N(C)C)c(Cl)cc1N1CCCC1
22	COc1ccc(N2CCN(C(=O)Cc3ccc(Cl)cc3)CC2)cc1
23	O=C1OC(c2ccc(Br)cc2)=N/C1=C\c1ccco1
24	Cc1ccc(N2C(=O)CC(NNC(=O)c3cccc(S(=O)(=O)N4CCCC4)c3)C2=O)cc1 (stereo not drawn)
assay / compound	17	18	19	20	21	22	23	24
proCasp3 act	2	1	0	1	-3	9	-4	-3
RPL19A-GFP yeast	104	99	99	98	96	108	91	109
proCasp7 act	0	-2	3	-1	7	4	-2	3
AHR act	2	8	2	-1	-3	-1	-1	4
MEP2 TOR yeast	100	97	101	97	95	105	91	104
CIT2 TOR yeast	95	96	100	95	101	103	87	107
AGP1-GFP MLPCN	102	96	115	100	100	100	90	105
LAP4 TOR yeast	101	101	115	105	98	91	96	91

25	CS(=O)(=O)N(CC(=O)N1CCC(C(N)=O)CC1)c1ccc(Cl)c(C(F)(F)F)c1
26	N#CC(c1ccc(O)cc1)N1CCOCC1 (stereo not drawn)
27	COc1ccc(S(=O)(=O)N(C)C)cc1NC(=O)c1ccc2c(c1)NC(=O)C(C)S2 (stereo not drawn)
28	COc1cccc(-c2cccc(NC(=O)C3CCN(Cc4nccs4)CC3)c2)c1
29	CCC(=O)Nc1ccc(C(=O)CN2CCC(C)CC2)cc1
30	O=C(NCC(=O)N1CCC2(CC1)NCCc1[nH]cnc12)c1cccc(Cl)c1
31	COc1ccc(NC(=O)CSc2nnnn2-c2ccc(OC)cc2)cc1
32	CS(=O)(=O)N(CC(=O)N/N=C/c1cccc2c1OCCO2)c1ccccc1Br
assay / compound	25	26	27	28	29	30	31	32
proCasp3 act	-4	-3	2	3	-2	1	3	-3
RPL19A-GFP yeast	109	103	92	104	99	96	100	97
proCasp7 act	11	4	0	8	3	0	-10	11
AHR act	0	-1	3	16	2	0	5	3
MEP2 TOR yeast	112	107	89	105	101	96	102	105
CIT2 TOR yeast	100	116	85	105	102	101	95	104
AGP1-GFP MLPCN	108	106	93	103	107	104	99	97
LAP4 TOR yeast	103	89	98	96	102	102	102	97

33	COC(=O)Cc1nc2ccccc2[nH]1
34	CNS(=O)(=O)c1cccc(C(=O)NCC2(N3CCOCC3)CCCCC2)c1
35	CCNC(=O)c1ccccc1NC(=O)c1cccc(S(=O)(=O)N2CCOCC2)c1
36	Cc1ccc(NC(=O)c2ccc3c(c2)NC(=O)CS3)nc1
37	CC12CCC(C(=O)Nc3cc(Cl)ccc3Cl)(C/C1=N\O)C2(C)C (stereo not drawn)
38	COc1ccc(-n2nc3c(c2NC(=O)c2c(-c4ccccc4Cl)noc2C)CS(=O)(=O)C3)cc1
39	CCc1cc2cc3c(cc2nc1SCC(=O)Nc1c[nH]c(=O)[nH]c1=O)OCO3
40	CCn1c2ccccc2c2cc(NC(=O)c3ccc([N+](=O)[O-])cc3)ccc21
assay / compound	33	34	35	36	37	38	39	40
proCasp3 act	10	2	1	4	4	-7	-5	5
RPL19A-GFP yeast	100	98	108	100	92	103	100	96
proCasp7 act	15	1	10	5	-7	9	0	2
AHR act	-2	5	0	12	9	1	11	30
MEP2 TOR yeast	105	100	107	103	91	109	100	99
CIT2 TOR yeast	94	101	97	102	89	99	110	103
AGP1-GFP MLPCN	103	107	100	104	98	105	100	100
LAP4 TOR yeast	96	104	94	101	107	104	97	92

Entries above that have an NH in an aromatic ring, in the order listed:
7	Oc1ccc2c(ccc3[nH]cnc32)c1
12	Cc1cc(C)n2cc(CSc3ncn[nH]3)nc2n1
19	CN(CC(=O)Nc1cccc(F)c1)C(=O)Cc1n[nH]c(=O)c2ccccc12
30	O=C(NCC(=O)N1CCC2(CC1)NCCc1[nH]cnc12)c1cccc(Cl)c1
33	COC(=O)Cc1nc2ccccc2[nH]1
39	CCc1cc2cc3c(cc2nc1SCC(=O)Nc1c[nH]c(=O)[nH]c1=O)OCO3
assay / compound	7	12	19	30	33	39
proCasp3 act	-5	6	0	1	10	-5
RPL19A-GFP yeast	102	99	99	96	100	100
proCasp7 act	2	7	3	0	15	0
AHR act	30	3	2	0	-2	11
MEP2 TOR yeast	90	91	101	96	105	100
CIT2 TOR yeast	99	98	100	101	94	110
AGP1-GFP MLPCN	99	91	115	104	103	100
LAP4 TOR yeast	95	88	115	102	96	97

The results go on:
41	CCCCCC(C)n1[nH]c(=O)cc1N (stereo not drawn)
42	CC(Cc1ccccc1)C(=O)Nc1ccccc1 (stereo not drawn)
43	CSc1cccc(NC(=S)N2CCC(N(C)C(C)C)CC2)c1
44	CN1CCN(C(=O)C2=C[C@@H](c3ccc4c(c3)OCO4)C[C@@H](OCc3ccc(CO)cc3)O2)CC1
45	Cc1ccc(CN2C(=O)CSc3ccc(C(=O)NC4CC4)cc32)cc1
46	CCOC(=O)N1CCN(C(=O)COc2cccc3c2CCN(Cc2ccc(F)cc2)C3=O)CC1
47	CN1CCN(C(=O)CCc2nc3ccccc3n2-c2ccccc2)CC1
48	CCOc1ccc(NS(=O)(=O)c2ccc(C(=O)NCC(c3cccs3)N3CCOCC3)cc2)cc1 (stereo not drawn)
assay / compound	41	42	43	44	45	46	47	48
proCasp3 act	-6	-3	-12	1	-7	-2	6	5
RPL19A-GFP yeast	92	100	102	100	102	104	102	101
proCasp7 act	4	-1	-13	-6	-5	-3	-2	5
AHR act	0	3	1	1	3	4	1	-3
MEP2 TOR yeast	91	90	103	83	107	103	98	104
CIT2 TOR yeast	94	98	98	115	107	93	99	111
AGP1-GFP MLPCN	93	86	100	89	110	95	103	116
LAP4 TOR yeast	89	125	100	101	108	109	92	100

49	CN([C@@H](Cc1ccc(OS(=O)(=O)c2cccc3cnccc23)cc1)C(=O)N1CCN(c2ccccc2)CC1)S(=O)(=O)c1cccc2cnccc12
50	CCCCC(=O)N/N=C(\C)CC(=O)Nc1cc(Cl)ccc1OC
51	COc1ccc(/C=N/n2c(C)nc3c([nH]c4ccccc43)c2=O)cc1CN1CCCC(C)(C)C1
52	COC(=O)C(Cc1ccccc1)NS(=O)(=O)c1ccccc1Br (stereo not drawn)
53	CCc1cnccc1CCC(=O)Nc1ccccc1C
assay / compound	49	50	51	52	53
proCasp3 act	-4	0	1	5	0
RPL19A-GFP yeast	97	103	96	96	90
proCasp7 act	9	2	-2	-7	10
AHR act	11	30	4	0	24
MEP2 TOR yeast	97	117	110	99	91
CIT2 TOR yeast	98	100	87	92	92
AGP1-GFP MLPCN	97	101	92	87	97
LAP4 TOR yeast	99	104	99	109	98
